Tb PFK block = inhibitors of T. brucei phosphofructokinase. Potency, µM (doses to about 57.5 µM), without a hit: top-dose activity, negative = inhibition, usual class: inhibitors. hit rate 0.17% among 330,000. T. brucei PFK, ADP-Glo luminescence;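 also: potency is read from the fitted curve at half-maximal effect; 0% = uninhibited 1x PFK enzyme wells and -100% = no-enzyme wells; nearly all actives have a fitted effect of over 60% in size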
Target sequence (O15648 whole entry, looked up): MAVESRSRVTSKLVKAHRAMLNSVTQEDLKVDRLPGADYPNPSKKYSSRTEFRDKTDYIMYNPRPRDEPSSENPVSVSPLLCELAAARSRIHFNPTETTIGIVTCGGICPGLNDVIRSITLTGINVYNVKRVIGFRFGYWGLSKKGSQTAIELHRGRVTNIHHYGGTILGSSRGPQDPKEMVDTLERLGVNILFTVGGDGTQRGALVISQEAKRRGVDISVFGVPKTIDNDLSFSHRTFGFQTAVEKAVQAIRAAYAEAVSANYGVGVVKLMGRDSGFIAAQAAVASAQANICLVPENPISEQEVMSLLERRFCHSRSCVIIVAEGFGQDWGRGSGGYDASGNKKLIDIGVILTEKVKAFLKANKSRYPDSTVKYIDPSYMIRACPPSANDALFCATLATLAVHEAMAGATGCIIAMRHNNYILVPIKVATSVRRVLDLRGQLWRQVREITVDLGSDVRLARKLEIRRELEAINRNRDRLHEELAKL
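In TEA buffer at pH 8.0 with 5 mM MgCl2, enzyme (1.25 nM) converted F6P (0.5 mM) and ATP (0.1 mM) for 45 min at room temperature. ADP product was read by luciferase luminescence.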
TSHR antagonist = antagonists of human thyroid stimulating hormone receptor. TSHR-expressing cells, TSH-stimulated cAMP HTRF, 2 h; stronger effect = lower value. hit rate 0.2% among 330,000. activity change, negative = inhibition, % at 11.5 µM. AID 504810;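 active = activity change below a set negative limit, meaning inhibition stronger than a set level, cut at about -70% in these data; inconclusive = activity change between two set negative limits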; also: % is scaled to controls: 0 for no effect and ±100 for the full control effect
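Competitive HTRF cAMP read-out (cryptate anti-cAMP antibody, cAMP-d2; 30 min, room temperature) in freshly harvested TSHR cells. Compounds added before TSH at EC80 (4nM final), followed by 2 hours' incubation at 37 deg C.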
FBPA coupling cs = counter-screen for Giardia aldolase inhibitors: coupling enzyme system. coupling enzyme system counterscreen, AmpLite Red fluorescence. activity change, negative = inhibition, % at 58.2 µM, hits read low. AID 2472. hit rate 0.67% among 290,000; in the data active = activity change below about -30%; also: % is scaled to controls: 0 for no effect and ±100 for the full control effect
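Compounds tested against the coupling enzymes alone at 57.5 uM final; readout was AmpLite Red fluorescence (525/598 nm) after 20 min at RT.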
KCNH2 WT inh = blocks the wildtype human KCNH2 potassium channel; hit rate 0.37% among 340,000; Q12809; AID 720551; activity change, % at 1.84 µM; U2OS, BacMam KCNH2, thallium flux FluxOr; stronger effect = lower value;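 active = maximum activity change below -70%; inconclusive = maximum activity change between -70% and -50%; inactive = maximum activity change above -50%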; also: % is scaled to controls: 0 for no effect and ±100 for the full control effect
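U2OS cells were transduced with wild-type KCNH2 virus (2.03 x 10^8 / mL) for 4 h at room temperature, then cultured overnight at 37 C. Thallium flux was read with FluxOr dye. Rate constants were normalized to DMSO controls.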
A-T KAP1 phos = potential ataxia-telangiectasia treatment | […] A-T fibroblasts, KAP-1 phosphorylation AlphaLISA; neocarzinostatin DNA damage 30 min before lysis | AID 485349 | Potency, µM (highest dose often 57.5 µM), inactives show top-dose activation, hits mostly activators | hit rate 0.19% among 320,000; also: potency is read from the fitted curve at half-maximal effect; % of control where 0% means no effect; nearly all actives have a fitted effect of over 45% in size
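hTERT-immortalized A-T patient fibroblasts ([…]), 500 cells/well in OPTI-MEM, 1% FBS, got compounds for 60 min, then NCS for 30 min at 37C. Lysates were then assayed for phospho-KAP-1 by AlphaLISA (anti-pKAP1 donor, anti-KAP1 acceptor beads), 6 hr at 25C.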
CXXC DNA block = blocks binding of human MLL CXXC domain to DNA | Potency, µM (highest dose often 115 µM), without a hit: at the top dose activity change, negative = inhibition, hits mostly inhibitors | hit rate 0.037% among 290,000 | MLL-CXXC / FITC-HOXA9 DNA fluorescence polarization; active = well fitted inhibition curve with a large enough effect in the polarisation, with a control signal flat, not every such curve was filed as active; inconclusive = small, poorly fitted or top-dose-only effect, or effect the other way, or a change in a side signal; inactive = no such curve, though single readings can be large or run the other way; the % refers to the polarisation; also: potency is read from the fitted curve at half-maximal effect
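Steps: dispense CXXC domain solution (7 uM) → pin compounds or unlabeled HOX-A9 DNA control → 5 min ambient → add FLSN-HOX-A9 solution (50 nM) → spin → 30 min ambient → fluorescence polarization. Tris pH 7.5/NaCl/DTT/BSA buffer.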
TCR activator = activates T cell receptor signaling. primary human leukocytes, anti-CD3, IL-2 HTRF, 48 h. Potency, µM (top dose mostly 9.22 µM), for the others: at the highest dose activation of IL-2 secretion, most hits filed as activators. 330,000 tested, under 10 active; also: % of control where 0% means no effect
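Using a-CD3 beads without co-stimulation, primary human leukocytes were exposed to compounds for 48 hr. An HTRF IL-2 kit measured the cytokine, with europium-to-d2 energy transfer producing emission at 665nm upon 320nm excitation.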
GALK inh = galactokinase (human) inhibition | Purified GALK, Kinase-Glo residual ATP luminescence | Potency, µM (highest dose often 57.5 µM), for the others: at the top dose activity change, negative = inhibition, actives largely listed as inhibitors | hit rate 0.007% among 270,000 | AID 1868; also: potency is read from the fitted curve at half-maximal effect; % is scaled to controls: 0 for no effect and ±100 for the full control effect
Target sequence (P51570 whole entry, looked up): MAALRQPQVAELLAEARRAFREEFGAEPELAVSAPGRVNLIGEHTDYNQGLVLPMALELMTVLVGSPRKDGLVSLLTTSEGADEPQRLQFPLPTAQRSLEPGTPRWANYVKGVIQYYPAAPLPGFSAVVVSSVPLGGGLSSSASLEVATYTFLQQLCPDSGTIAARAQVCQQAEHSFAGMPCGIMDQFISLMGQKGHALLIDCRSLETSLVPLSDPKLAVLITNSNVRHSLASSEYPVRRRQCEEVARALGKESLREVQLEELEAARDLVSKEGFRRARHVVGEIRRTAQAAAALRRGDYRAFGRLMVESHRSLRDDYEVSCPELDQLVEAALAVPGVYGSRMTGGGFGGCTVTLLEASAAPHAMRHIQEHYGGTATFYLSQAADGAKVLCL
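GALK at 5 nM final was combined with compound, 35 uM ATP and 100 uM galactose in HEPES pH8.0 with MgCl2 and DTT. The reaction ran one hour at room temperature before luminescent ATP detection.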
BCR signal inh = blocks chronic active B-cell receptor signaling | ABC-DLBCL IkBa-CBG/CBR reporter, luminescence ratio, 4 h | AID 493014 | hit rate 0.05% among 340,000 | Potency, µM (series often up to 46.1 µM), for the others: at the top dose ratio change, negative = lower green/red ratio, usual class: inhibitors; active = well fitted inhibition curve with a large enough effect in the signal ratio, with a control signal flat, not every such curve was filed as active; inconclusive = small, poorly fitted or top-dose-only effect, or effect the other way, or a change in a side signal; the % refers to the signal ratio;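 also: potency is read from the fitted curve at half-maximal effect; plate controls were basal doxycycline-induced cells for no effect and cells given 10 µM MG132 for full effect; MG132 reads +100%, hits lower the ratio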
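Cell line TMD8 (human ABC DLBCL), stably expressing tet-inducible CBG68-IkBa fusion and CBR; IMDM/0.5% FBS; cpd up to 46 uM; dox induction, 4 h, 37C/5% CO2; dual luminescence; green/red ratio; MG132 control.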
Giardia killer = Giardia lamblia killing | AID 540267 | activity change, % at 7.66 µM, hits read low | hit rate 0.15% among 340,000 | Giardia lamblia trophozoite viability; in the data active = activity change below about -80%; inconclusive = between about -30% and that limit;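 also: parasites exposed to compound for two days anaerobically before the ATP read; % is scaled to controls: 0 for no effect and ±100 for the full control effect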
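Compounds were tested on trophozoites seeded at 100 cells/well and held 48 hrs at 37 deg C anaerobically. An ATP-based luminescent kit measured the remaining live cells.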
* hit, by the source's call; ? = inconclusive; . = no result given; [ ] = dose if it differs, or a comment. Unless noted, calls follow the shape of the dose curve; as a rule, active = well fitted curve in the direction sought with a large enough effect; inconclusive = small, poorly fitted or top-dose-only effect, or another doubt; inactive = no such curve, though single readings can be large; an effect the other way counts as inactive or inconclusive.

SMILES	Tb PFK block	TSHR antagonist	FBPA coupling cs	KCNH2 WT inh	A-T KAP1 phos	CXXC DNA block	TCR activator	GALK inh	BCR signal inh	Giardia killer
Cc1cc(C)c2cc(C(=O)Nc3ccccc3)[nH]c2c1	-2%	5	-10	3	0%	5%	9%	6%	?	-17
CC(=O)N(/N=C/c1ccc([N+](=O)[O-])o1)c1nc2ccccc2c(=O)n1-c1ccccc1	2%	6	1	0	13µM*	-12%	-1%	0%	?	?
O=C(c1ccc(CSc2nc3ccncc3[nH]2)cc1)N1CCCCC1	-4%	1	0	0	?	-1%	0%	.	-1%	?
COc1ccc2nc(NC(=O)CN3CCN(C)CC3)sc2c1	3%	-6	0	0	-3%	2%	2%	8%	0%	-5
COc1ccc(S(=O)(=O)NCC2CCC(C(=O)NCc3ccco3)CC2)cc1 (configuration not stated)	2%	-11	-1	0	-4%	0%	-4%	1%	3%	-5
COc1ccc(OC)c(NC(=O)COC(=O)C2CCCCC2)c1	2%	-5	.	-11	-17%	.	6%[46.1 µM]	.	8%	4
Nn1cnnc1SCC(=O)Nc1ccc2c(c1)OCO2	-1%	-3	0	-10	3%	-1%	5%	2%	3%	18
Cc1sc(NC(=O)CCCC(=O)O)c(C#N)c1C	3%	-5	2	-38	2%	-3%	6%	0%	?	-1
CCN1CCN(CCCNC(=O)CCc2nc(-c3ccc(OC)cc3)no2)CC1	-15%	-4	1	-1	6%	0%	-7%	-1%	-14%	9
Cc1noc(C)c1S(=O)(=O)N1CCCC(C(=O)c2cccc(OC(C)C)c2)C1 (configuration not stated)	-4%	-2	0	13	-2%	-4%	0%	0%	?	-8
CCCCn1nc2cc(C(=O)NCCCCc3ccccc3)ccc2c1OCC	-1%	-11	6	-12	10%	-2%	-2%	-3%	5%	10
O=C(NCc1ccco1)C(c1ccccc1)N(CC1CCCO1)C(=O)Cn1nnc2ccccc21 (configuration not stated)	2%	27	-9	3	9%	5%	6%	-1%	?	15
Cc1ccc(C)n1NC(=O)c1ccco1	-4%	-2	-2	9	-4%	3%	-3%	1%	3%	1
COc1nc(Nc2cccc(C)c2)nc(N2CCCCC2)n1	0%	-10	1	8	7%	1%	0%	-2%	5%	6
COc1cccc(-c2coc3c(C)c4oc(=O)c(CC(=O)O)c(C)c4cc23)c1	15%	-38	7	-8	7%	1%	-2%	-1%	?	-13
NC(=O)c1ccccc1OCc1nnc(-c2ccccc2Br)o1	6%	-4	-1	2	3%	-2%	-3%	7%	-4%	17
CCOC(=O)C1CN(S(=O)(=O)c2ccccc2)c2cc(S(=O)(=O)CC)ccc2O1 (configuration not stated)	0%	-19	0	-6	9%	6%	-4%	-1%	0%	-1
O=C(Nc1ccc(F)cc1F)c1csc(-c2ccccc2)n1	-1%	3	-1	-12	22%	1%	3%	-1%	-10%	-14
O=C(COc1ccc(Cl)cc1Br)Nc1nnc(C2CC2)s1	-2%	9	.	1	3%	.	.	.	6%	4
COCCC(=O)N1CCC(Oc2ccc(C(=O)NC(C)CCn3cccn3)cc2)CC1 (configuration not stated)	-5%	6	.	-12	-3%	-1%	-7%	-5%	2%	4
O=C(CSCC(=O)Nc1cccc2ccccc12)Nc1cccc2ccccc12	0%	-4	-8	0	1%	9%	4%	3%	?	0
Cc1ccc(NC(=O)c2cccs2)cc1NC(=O)c1cccc(F)c1	0%	-12	-4	1	3%	-8%	7%	-1%	-18%	-14
O=C(O)c1ccccc1C(=O)c1ccc(Oc2ccccc2)cc1	-3%	-2	29	-36	0%	0%	-3%[46.1 µM]	.	4%	-8
O=C(Nc1cccc(C(F)(F)F)c1)c1cc2c(=O)c3ccccc3oc2nc1C(F)(F)F	-21%	4	0	-12	-5%	10%	-1%	0%	?	4
Oc1ccccc1C1CCCCC1c1ccccc1 (configuration not stated)	-18%	10	-4	-4	2%	-10%	-8%	3%	?	-21

5 entries picked at random from the list so far:
SMILES	Tb PFK block	TSHR antagonist	FBPA coupling cs	KCNH2 WT inh	A-T KAP1 phos	CXXC DNA block	TCR activator	GALK inh	BCR signal inh	Giardia killer
CCCCn1nc2cc(C(=O)NCCCCc3ccccc3)ccc2c1OCC	-1%	-11	6	-12	10%	-2%	-2%	-3%	5%	10
Cc1sc(NC(=O)CCCC(=O)O)c(C#N)c1C	3%	-5	2	-38	2%	-3%	6%	0%	?	-1
O=C(COc1ccc(Cl)cc1Br)Nc1nnc(C2CC2)s1	-2%	9	.	1	3%	.	.	.	6%	4
COc1ccc(S(=O)(=O)NCC2CCC(C(=O)NCc3ccco3)CC2)cc1 (configuration not stated)	2%	-11	-1	0	-4%	0%	-4%	1%	3%	-5
CC(=O)N(/N=C/c1ccc([N+](=O)[O-])o1)c1nc2ccccc2c(=O)n1-c1ccccc1	2%	6	1	0	13µM*	-12%	-1%	0%	?	?

Next part.
SMILES	Tb PFK block	TSHR antagonist	FBPA coupling cs	KCNH2 WT inh	A-T KAP1 phos	CXXC DNA block	TCR activator	GALK inh	BCR signal inh	Giardia killer
COc1ccc(OCc2nc(N)nc(Nc3ccccc3OC)n2)cc1	4%	0	-2	-1	-3%	1%	-2%	2%	6%	-2
CC(C)C(c1nnnn1C1CCCC1)N1CCN(c2ccccc2F)CC1 (configuration not stated)	1%	?	1	-1	.	-5%	-1%	1%	2%	16
COc1ccc(NC(=S)NCc2ccco2)cc1	1%	1	-1	-2	-3%	20%	1%	-1%	?	-6
COc1ccc(NC(=O)CCS(=O)(=O)c2ccc3c(c2)NC(=O)C(C)S3)cc1OC (configuration not stated)	1%	-11	-2	1	-1%	4%	5%	1%	5%	-10
O=C(COC(=O)COc1ccc(Cl)cc1)NC1CCCCC1	-5%	3	2	-10	8%	4%	2%	0%	-9%	-8
CC(=O)c1sc(NC(=O)COc2ccc(Cl)cc2C)nc1C	1%	8	4	18	-8%	-8%	-6%	-4%	?	-18
O=C(OCc1cncs1)c1ccccc1Cl	1%	-1	0	1	5%	-9%	2%	1%	?	-2
CCOc1cc(N2CCOCC2)c(OCC)cc1NC(=O)C(NC(=O)c1ccco1)C(C)C (configuration not stated)	-4%	-9	-1	-5	10%	10%	-6%	1%	2%	-14
COc1ccc(-c2[nH]ncc2CN2CCC(C(=O)c3ccc(F)cc3)CC2)cc1	2%	0	3	-34	6%	?	-14%	.	1%	-21
CCOc1ncccc1C(=O)Nc1ccccc1F	-3%	2	0	-2	-1%	-2%	2%	1%	22%	-14
COc1ccc(-c2nc3ccc(C)cn3c2NCc2ccc3c(c2)OCO3)cc1	0%	7	2	40	18%	4%	5%	-1%	?	7
CCc1nc2ccccc2n1Cc1ccccc1OC	-5%	-11	2	0	.	-15%	1%	2%	-12%	19
CCOc1cccc2cc(C(=O)NCc3ccc(OC)cc3)c(=N)oc12	3%	43	0	-6	2%	2%	1%	-3%	3%	5
CN(C(=O)COC(=O)c1cc2c(s1)CCCCC2)c1ccccc1	1%	.	.	-5	7%	.	1%	.	2%	-15
COc1ccc(S(=O)(=O)CCC(=O)NCCc2ccc(S(N)(=O)=O)cc2)cc1	-3%	2	3	-11	-6%	2%	-5%	0%	11%	-3
CCN(Cc1ccccc1)C(=O)c1ccc(SC)cc1OC	9%	-5	3	-16	1%[11.5 µM]	-8%	14%	1%	4%	12
O=C(CSCc1ccc([N+](=O)[O-])cc1)Nc1cccc(C(=O)Nc2ccccc2C(=O)O)c1	-2%	10	13	11	4%	-9%	-4%	.	-6%	-4
CNS(=O)(=O)c1ccc(NC(=O)c2cncc(Br)c2)cc1	-3%	-5	-4	1	-2%	-25%	-5%	-3%	?	-15
CC1NC(=O)c2ccccc2-n2c1nc1cc(F)ccc1c2=O (configuration not stated)	0%	3	.	.	6%	.	.	.	-1%	.
C=CCNc1nc(C)c(CNc2c(C)cc(C)cc2C)nc1C#N	0%	2	1	10	-9%	1%	5%	-4%	?	-19
COc1ccc(/C(C)=N/NC(=O)CNC(=O)c2cccs2)cc1OC	3%	1	3	.	1%	2%	7%	7%	-18%	2
CCOc1ccc(C2C(C(=O)c3ccc(C)o3)=C(O)C(=O)N2c2nc(C)c(C(=O)OC)s2)cc1 (configuration not stated)	-6%	-2	9	14	20%	1%	0%	14%	?	6
CCn1nc(C)c(CN2CCc3c([nH]c4ccccc34)C2C(C)(C)C)c1C (configuration not stated)	-1%	-8	2	-1	-7%	-3%	-4%	3%	?	1
COC(=O)Cn1ncc(N(C)Cc2ccccc2)c(Cl)c1=O	0%	-12	1	-5	2%	16%	8%	-2%	11%	-1
CCNC(=S)NNC(=O)c1csc2ccccc12	-7%	28	1	2	-6%	-24%	0%	7%	?	-6
COc1ccc(-n2c(CNC(=O)c3cc(OC)c(OC)c(OC)c3)n[nH]c2=S)cc1	-10%	11	.	-1	4%	-1%	12%	-2%	-3%	-11
Cc1ccc2oc(-c3ccc(NC(=O)c4ccc5c(c4)OCO5)cc3)nc2c1	-1%	11	4	17	-2%	-1%	0%[46.1 µM]	0%	?	18

Compound activity from PubChem.
